KDM5B inhibitor: Primary screen for KDM5B Histone Demethylases FDH-coupled qHTS. KDM5B demethylase, FDH-coupled NADH fluorescence (FDH is formaldehyde dehydrogenase). Potency, µM (titrated, usually from 57.7 µM), inactives show at the top dose activity change, negative = inhibition, actives largely listed as inhibitors. Lysine-specific demethylase 5B (Homo sapiens), Q9UGL1. 220,000 tested, 2.6% active; active = well fitted inhibition curve with a large enough effect; inconclusive = small, poorly fitted or top-dose-only effect; inactive = no such curve, though single readings can be large or run the other way; note: 0% is about no effect; nearly all actives have a fitted effect of over 70% in size
Target sequence (Q9UGL1 whole entry, looked up): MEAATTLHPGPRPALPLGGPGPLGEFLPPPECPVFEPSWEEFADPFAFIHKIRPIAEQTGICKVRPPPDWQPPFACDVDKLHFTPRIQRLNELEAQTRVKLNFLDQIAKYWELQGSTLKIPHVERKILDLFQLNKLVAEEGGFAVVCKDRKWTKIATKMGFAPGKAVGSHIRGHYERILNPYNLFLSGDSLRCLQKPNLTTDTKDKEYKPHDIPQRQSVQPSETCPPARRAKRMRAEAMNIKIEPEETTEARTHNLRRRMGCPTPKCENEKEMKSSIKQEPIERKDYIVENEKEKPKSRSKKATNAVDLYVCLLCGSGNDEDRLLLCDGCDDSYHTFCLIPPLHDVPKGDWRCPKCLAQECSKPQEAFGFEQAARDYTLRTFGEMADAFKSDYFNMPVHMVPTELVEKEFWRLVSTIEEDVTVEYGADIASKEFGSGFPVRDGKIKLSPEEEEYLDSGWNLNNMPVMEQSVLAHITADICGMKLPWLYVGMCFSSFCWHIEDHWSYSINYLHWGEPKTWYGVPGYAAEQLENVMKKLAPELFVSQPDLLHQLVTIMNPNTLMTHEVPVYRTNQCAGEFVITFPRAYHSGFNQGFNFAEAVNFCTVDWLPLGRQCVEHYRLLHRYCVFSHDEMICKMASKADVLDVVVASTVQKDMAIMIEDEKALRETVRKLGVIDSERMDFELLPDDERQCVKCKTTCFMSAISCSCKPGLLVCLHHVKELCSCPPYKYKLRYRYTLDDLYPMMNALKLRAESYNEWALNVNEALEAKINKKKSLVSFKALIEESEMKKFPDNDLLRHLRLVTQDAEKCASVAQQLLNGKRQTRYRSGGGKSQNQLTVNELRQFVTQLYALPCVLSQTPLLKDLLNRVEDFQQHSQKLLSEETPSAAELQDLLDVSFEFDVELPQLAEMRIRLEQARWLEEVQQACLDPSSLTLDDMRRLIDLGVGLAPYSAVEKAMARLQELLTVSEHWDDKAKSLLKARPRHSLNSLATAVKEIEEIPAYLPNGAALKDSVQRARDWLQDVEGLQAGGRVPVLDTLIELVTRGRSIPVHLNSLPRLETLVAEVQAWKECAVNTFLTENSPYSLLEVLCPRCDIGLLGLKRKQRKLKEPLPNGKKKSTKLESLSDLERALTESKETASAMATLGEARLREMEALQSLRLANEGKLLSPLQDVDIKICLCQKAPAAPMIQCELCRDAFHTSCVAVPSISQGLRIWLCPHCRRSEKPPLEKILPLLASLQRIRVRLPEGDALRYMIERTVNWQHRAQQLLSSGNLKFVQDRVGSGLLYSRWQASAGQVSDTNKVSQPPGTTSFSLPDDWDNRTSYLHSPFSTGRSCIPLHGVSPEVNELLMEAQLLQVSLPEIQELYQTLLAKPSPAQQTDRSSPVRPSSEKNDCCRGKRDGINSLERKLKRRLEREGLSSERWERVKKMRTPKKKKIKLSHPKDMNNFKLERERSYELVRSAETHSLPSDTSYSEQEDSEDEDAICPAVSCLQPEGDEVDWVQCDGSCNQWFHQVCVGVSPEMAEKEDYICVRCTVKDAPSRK
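Coupled FDH/NAD⁺ fluorescence readout. KDM5BΔAP 200 nM final; compound titration, 10 min RT preincubation; substrate mix 12.5 µM H3K4me3, 25 µM 2-OG, 50 µM Fe(II), 100 µM ascorbate, 0.25 mM NAD⁺, 0.25 U/mL FDH; ΔRFU over 30 min.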
* marks the source's active call; other numbers are inactive results; u = inconclusive; [ ] = dose if it differs, or a comment. Potency is the fitted concentration of half-maximal effect. These rows are one share of the data; rates above refer to the full screens.

cpd | smiles | KDM5B inhibitor
1 | COc1cccc(C(O)c2nc(C(=O)Nc3ccc4c(c3)CC(=O)N4)c(C)o2)c1 (centres undefined) | u
2 | CCCCSc1nc(-c2cccc(OC)c2)nc2c1Cc1c(CO)cnc(C)c1O2 | -25%
3 | CC(C)c1noc(-c2cn(C3CCCN(C(=O)c4ccc5c(c4)OCO5)C3)nn2)n1 (centres undefined) | 12%
4 | CNC(=O)NC(=O)C(C)Sc1ccccc1Cl (centres undefined) | 5%
5 | CNC(=O)c1ccc(CN(C)C(=O)C2CCN(C(=O)/C=C/c3ccccc3)CC2)cc1 | 5%
6 | Cc1cc(C)c(C)c(S(=O)(=O)N2CCC(c3c[nH]c4c(C)cccc34)CC2)c1C | u
7 | CCOc1ccc(C(=O)c2sc(Nc3c(C)cccc3C)nc2N)cc1 | -8%
8 | O=C(CC1CC2CCC1C2)NCc1ccccn1 (centres undefined) | -16%
9 | c1ccc(-c2nc3ccccc3s2)cc1 | 7%
10 | CCOC(=O)c1c(C)[nH]c(C)c1S(=O)(=O)N(C)CC(=O)N1CCN(c2cccc(Cl)c2)CC1 | -7%
11 | N#Cc1ccc(/C=C(/CC(=O)O)c2nc3ccccc3o2)cc1 | u
12 | CC1=C[C@@H](CNC(=O)CCCC(=O)O)[C@H](C(C)C)C[C@H]1Cc1nc2ccc(Cl)cc2[nH]1 | -24%
13 | O=C(NC1CCCC1)N1CC(c2nnc(-c3ccncc3)o2)C2(CCOCC2)C1 (centres undefined) | -4%
14 | Cn1nc(-c2nncn2CC2CC2)c2c1CCN(C(=O)c1n[nH]c(=O)c3ccccc13)C2 | u
15 | COc1ccc(C(=O)NC2CCCNC2=O)cc1S(=O)(=O)N(C)C (centres undefined) | 10%
16 | Cc1cccc(N2CCN(CCNC(=O)Nc3ccc(Cl)cc3)CC2)c1C | -14%
17 | CC(C)S(=O)(=O)c1ncc(CN(C)Cc2ccsc2)n1CCc1ccccc1 | -12%
18 | COc1ccccc1C(=O)N1CCC(c2nc3ccccc3o2)CC1 | 4%
19 | CC(C)Cc1nn2c(=O)cc(CSCC(=O)Nc3cccc4ccccc34)nc2s1 | -13%
20 | Cc1ccc(N2CCC(NC(=O)c3ccc(Br)o3)C2=O)cc1C (centres undefined) | 7%
21 | COc1ccc(OCC(=O)Nc2ccc3oc(-c4ccc(OC)cc4)nc3c2)cc1 | 11%
22 | COc1ccc(CNc2nc(-c3ccc(Cl)cc3)nn2C(=O)c2ccccc2)cc1 | u
23 | CCn1nc(C)c2c(-c3ccccc3)cc(=O)n(C(C)C(=O)NCCc3ccc(Cl)cc3)c21 (centres undefined) | u
24 | Cc1ccc2c(COC(=O)c3n[nH]c4ccccc34)cc(=O)oc2c1C | 13%
25 | O=C(CCCNC(=O)c1ccc(Cl)cc1)NCc1ccccc1F | -9%
26 | Cc1cc2oc(=O)cc(CN3CCc4ccccc43)c2cc1C | 1%
27 | Cc1cn2nnc(C(=O)NCCc3ccccc3)c2c(=O)[nH]1 | -16%
28 | COc1ccc2cnn(CC(=O)Nc3cccc(Br)c3)c(=O)c2c1OC | -8%
29 | Cc1ncoc1C(=O)N1CCC(c2noc(-c3ccncc3)n2)C1 (centres undefined) | -13%
30 | O=C(c1ccsc1)N1CCC(Oc2cccnc2)C1 (centres undefined) | 19%

Some of the entries above, set out differently:
#	KDM5B inhibitor	SMILES
17	-12%	CC(C)S(=O)(=O)c1ncc(CN(C)Cc2ccsc2)n1CCc1ccccc1
18	4%	COc1ccccc1C(=O)N1CCC(c2nc3ccccc3o2)CC1
19	-13%	CC(C)Cc1nn2c(=O)cc(CSCC(=O)Nc3cccc4ccccc34)nc2s1

Further structures follow:
cpd | smiles | KDM5B inhibitor
31 | CCOc1cccc2sc(N(Cc3cccnc3)C(=O)C3=COCCO3)nc12 | u
32 | CCOC(=O)c1sc(Nc2ccccc2C)nc1C | 11%
33 | Cc1ccc(-c2cc(C(=O)N3CCN(c4cccc(C(F)(F)F)c4)CC3)c3ccccc3n2)s1 | u
34 | COCCn1cnc2c1c(=O)n(CC(=O)Nc1c(C)cc(C)cc1C)c(=O)n2Cc1ccccc1 | 7%
35 | O=C(CCCc1ccccc1)N1CCC(c2nc(C3CCOCC3)no2)C1 (centres undefined) | -14%
36 | CCCCN(CC)CCNC(=O)c1cn(C)c(=O)c2c1c1ccccc1n2C | u
37 | CC(C)CC1=NN(C(=O)CSCc2ccccc2Cl)C(O)(C(F)(F)F)C1 (centres undefined) | -27%
38 | CCNc1c(NC(=O)c2ccccc2OC)c(=O)oc2ccccc12 | -7%
39 | CC(C)(C)OC(=O)N1CCC(c2nnc(SCc3cccc(Cl)c3)o2)CC1 | u
40 | O=C(Cc1cc(Cl)c2c(c1)OCCCO2)NC1CCN(CC(F)F)CC1 | -4%
41 | COC(=O)[C@@H]1Cc2ncn(C)c2CN1C(=O)c1ccccc1 | u
42 | CCC(NC(=O)Cn1c(=O)c2c(ncn2C)n(C)c1=O)c1ccc(Cl)cc1 (centres undefined) | -5%
43 | Cc1ccc(Cl)cc1N1CCN(C(=O)c2ccc3c(c2)CCN3S(=O)(=O)c2ccccc2)CC1 | -5%
44 | Cc1ccc(S(=O)(=O)N2CCCCC2)cc1NCC(=O)N1CCN(C(=O)c2cccs2)CC1 | 5%
45 | CN1CCC(C(=O)N2Cc3ccccc3CC3(CCCN(CC4CCNC4)C3)C2)CC1 (centres undefined) | u
46 | O=C1/C(=C/c2ccc(Cl)c(Cl)c2)C(c2ccccc2)Oc2ccccc21 (centres undefined) | 8%
47 | CCn1c(CN2CCC(C)CC2)nc2cc(NC(=O)c3ccc([N+](=O)[O-])cc3)ccc21 | -5%
48 | CCCCOc1ccc(C(=O)NCC(=O)NC2CCN(Cc3ccccc3)CC2)cc1 | 8%
49 | O=C(NCCCc1ccccc1)C1CN(Cc2ccccc2)C(=O)N1 (centres undefined) | -14%[86.2 µM]
50 | CCc1ccc(CNC(=O)c2cnccn2)s1 | 4%
51 | CC(C)[C@H](NC(=O)c1cc2cc(Cl)ccc2n1C)C(=O)N1CCC(C(=O)O)CC1 | u
52 | CN1CCN(CC(N)C2CCCCC2)CC1 (centres undefined) | 20%[230 µM]
53 | Cn1cc(-c2cc(C3=CCOCC3)c3cncn3c2)cn1 | u
54 | O=C(Cn1nc2c(cc1=O)CCCCC2)NCc1nc2ccccc2[nH]1 | 15%
55 | Cc1cc(C(=O)Nc2ccccc2C(C)(C)C)c2ccccc2n1 | 15%
56 | COc1ccc(C2CC(=O)c3c(C)nc(Nc4ccccc4OC)nc3C2)cc1 (centres undefined) | -4%
57 | O=C(Nc1cccc2ccccc12)O[C@@H]1CO[C@H]2[C@@H]1OC[C@@H]2n1nnnc1Sc1ccccc1 | u
58 | O=C(CCCCCn1c(=O)[nH]c2ccccc2c1=O)N1CCN(c2cccc(C(F)(F)F)c2)CC1 | u
59 | CCCN(C(=O)c1cc2c(=O)oc3ccccc3c2s1)c1ccccc1C | 3%
60 | COc1ccccc1N(C)C(=O)Cc1noc2ccccc12 | 14%
61 | C=CCNc1nc(-c2ccc(S(=O)(=O)N3CCCCCC3)cc2)cs1 | u
62 | CC(=O)NCC(=O)N1Cc2ccccc2CC2(CCCN(CC3CCNC3)C2)C1 (centres undefined) | u
63 | O=C(Nc1ccccc1Br)c1cnn2c(C(F)F)cc(C3CC3)nc12 | 5%
64 | O=C(CCS(=O)(=O)c1ccc2c(c1)CCN2C(=O)C1CC1)Nc1ccc(F)c(F)c1 | 8%
65 | COc1ccc(Cc2nnc(SCc3nc4ccccc4c(=O)[nH]3)n2CC(C)C)cc1 | 14%
66 | O=C(NCC1CN(C(=O)Cc2cccc(Cl)c2)CC12CN(c1ccccc1)C2)c1ccccc1 (centres undefined) | u
67 | Cc1nc(Oc2ccc(F)cc2)c2c3c(sc2n1)CCCC3 | 11%
68 | Cc1ccc(NC(C)C(=O)Nc2sccc2C#N)cc1C (centres undefined) | -7%
69 | Cc1ccc(CSc2nnnn2-c2c(C)n(C)n(-c3ccccc3)c2=O)cc1 | 18%
70 | COc1ccc(-c2ocnc2C(=O)Nc2ccc(Cl)cc2)cc1OC | u
71 | CCOc1ccc(S(=O)(=O)N(CC(=O)Nc2cccc(OC)c2)c2ccccc2)cc1 | 14%
72 | Cc1cn2nc(C(=O)N3CCC(NC(=O)c4c(F)cccc4F)CC3)cc2c(=O)[nH]1 | u
73 | CCn1c(=O)c([N+](=O)[O-])c(NC2CCS(=O)(=O)C2)c2ccccc21 (centres undefined) | -21%
74 | Cc1ccc(CN2CC[C@@H]3CN(S(C)(=O)=O)[C@@H]3C2)cc1C | -23%
75 | COc1ccc(-c2nc(SC(C)C(=O)NC3CC3)n[nH]2)c(OC)c1 (centres undefined) | -3%
76 | O=C(c1ccco1)N1CCCCCC1CN1CCOCC1 (centres undefined) | -29%
77 | CCn1c(=O)c([N+](=O)[O-])c(NCc2ccco2)c2ccccc21 | 5%
78 | CCc1cccc(NC(=O)CN2CC3CC(C2)[C@H]2CCCC(=O)N2C3)c1 (some centres undefined) | 15%
79 | NNC(=O)c1ccc([N+](=O)[O-])cc1 | 23%
80 | COc1cccc(CN2CCCN(S(C)(=O)=O)C(c3ccccc3)CC(=O)NCC2)c1 (centres undefined) | u
81 | COCCNC(=O)C[C@@H]1C[C@H]2O[C@H](CNCc3ccccc3Cl)[C@@H](O)[C@H]2O1 | -8%[86.2 µM]
82 | CCOC(=O)c1cc2cc(Oc3ccccc3)ccc2n1C | u
83 | CCNc1c(NC(=O)c2cc(OC)ccc2Br)c(=O)oc2ccccc12 | -14%
84 | CC(C)C(NC(=O)c1ccc(Cl)cc1)C(C)C | 6%
85 | Cc1ccc(-c2nn3c(=O)cc(CNC(=O)COc4cccc(C(F)(F)F)c4)nc3s2)cc1 | 16%
86 | Cn1cc(-c2ccc(O)c(F)c2)c2nc(COc3ccc(Cl)cc3)cn2c1=O | 20µM*
87 | O=C(NCC(=O)N(Cc1ccco1)C1(C(=O)NC2CCCCC2)CCCCC1)c1ccccc1 | 22%
88 | O=C(CC1COCCN1)NCCn1nc(-c2ccccc2)ccc1=O (centres undefined) | u
89 | O=C(NCCCN1CCOCC1)c1cccnc1N1CC2CC(C1)[C@H]1CCCC(=O)N1C2 (some centres undefined) | 28µM*
90 | CN(C)c1nc(-c2ccccc2)nc2c1CCN(C(=O)c1ccncc1)C2 | -17%

Random excerpt: seven records from the list.
cpd | smiles | KDM5B inhibitor
86 | Cn1cc(-c2ccc(O)c(F)c2)c2nc(COc3ccc(Cl)cc3)cn2c1=O | 20µM*
77 | CCn1c(=O)c([N+](=O)[O-])c(NCc2ccco2)c2ccccc21 | 5%
84 | CC(C)C(NC(=O)c1ccc(Cl)cc1)C(C)C | 6%
83 | CCNc1c(NC(=O)c2cc(OC)ccc2Br)c(=O)oc2ccccc12 | -14%
76 | O=C(c1ccco1)N1CCCCCC1CN1CCOCC1 (centres undefined) | -29%
88 | O=C(CC1COCCN1)NCCn1nc(-c2ccccc2)ccc1=O (centres undefined) | u
80 | COc1cccc(CN2CCCN(S(C)(=O)=O)C(c3ccccc3)CC(=O)NCC2)c1 (centres undefined) | u

Carrying on:
cpd | smiles | KDM5B inhibitor
91 | O=C(O)c1cc2cccc(Cl)c2[nH]1 | -13%
92 | CC(C)c1nncn1C1CCN(C(=O)c2cc(-c3cccs3)[nH]n2)C1 (centres undefined) | -21%
93 | CC(C)Cc1nc2cccnc2n1C1CCN(S(=O)(=O)c2ccc3c(c2)CCCC3)CC1 | -5%
94 | Cc1ccc(CNCC2CN(C)CCO2)o1 (centres undefined) | -2%
95 | CCCCn1c(N)c(N(CC)C(=O)c2cccc(C)c2)c(=O)[nH]c1=O | 31%
96 | COc1ccc(NC(C)=O)cc1NC(=O)Cc1ccc(OC)c(OC)c1 | 8%
97 | O=C(/C=C/Nc1ccc(S(=O)(=O)Nc2cnc3ccccc3n2)cc1)c1ccccc1 | 1%
98 | Cc1cc(N2CCCCC2)nc(NCc2ccccc2)n1 | 6%
99 | CCc1ccc(OCC(=O)NCC(c2ccc(Cl)cc2)N2CCOCC2)cc1 (centres undefined) | u
100 | CCOc1ccccc1NC(=O)Cn1c(=O)n(-c2ccc(F)cc2)c(=O)c2sc3ccccc3c21 | u
101 | C=CCNC(=O)N1CCOC(CN(CC(C)C)C(=O)c2ccc(OC)c(OC)c2)C1 (centres undefined) | -7%
102 | Cc1nc2ccc(C(=O)NC3CCC(C)CC3)cc2nc1C (centres undefined) | -7%
103 | CCOCCCNC(=O)Cn1nc(Cc2ccncc2)c2ccccc2c1=O | 28%
104 | COCCn1ncc(N2CCC(C(=O)N3CCN(C(C)C)CC3)C2)cc1=O (centres undefined) | 45%
105 | CCN(Cc1ccccc1)Cc1c(O)ccc2c(=O)c(-c3ccc(Cl)cc3Cl)coc12 | -29%
106 | COc1ccccc1Nc1nc2nccc(-c3cccnc3)c2c(=O)[nH]1 | 0%
107 | O=C(NC1CCCCC1)N1CCn2c(nnc2C2CCCN2)C1 (centres undefined) | -18%[149 µM]
108 | COc1ccc(C(C)=O)cc1COC(=O)c1ccc(C#N)cc1 | 4%
109 | Cc1ccc2nc(-c3cccnc3)cc(C(=O)NCCc3ccc(F)cc3)c2c1 | -21%
110 | COc1ccc2nc(Nc3nc(C)c(CCC(C)C)c(=O)[nH]3)nc(C)c2c1 | 2%
111 | COc1cccc(CNC(=O)Cn2ccn3nc4c(c3c2=O)CCCCC4)c1OC | -21%
112 | CN1CCN(C(=O)c2cn[nH]n2)CC12CCC(=O)N(CCO)CC2 (centres undefined) | u
113 | O=C(NCC(c1ccco1)N1CCOCC1)c1cc(=O)c2cc(Cl)ccc2o1 (centres undefined) | -18%
114 | Cc1ccn2c(=O)cc(COc3ccc(NC(=O)C(C)(C)C)cc3)nc2c1 | -9%
115 | Cc1cccc(-c2nocc2CCC(=O)N2CCN(c3cccc(C)c3)CC2)c1 | -4%
116 | COc1ccc(C(=O)c2oc3ccc(NC(=O)C(C)C)cc3c2C)cc1 | -14%

Compound activity from PubChem BioAssay.
